High-throughput results (PubChem)
M. tuberculosis: growth inhibition of non-replicating M. tuberculosis (AID 488890) | 0.39% of 320,000 active | Mycobacterium tuberculosis non-replicating, growth inhibition; higher % means a stronger effect | inhibition, % at 25 µM; hits with a dose series show IC50 in µM; in the data active means a potency from the dose series; inconclusive means inhibition mostly from about 82% at the one dose, without a potency; inactive means the rest, 99 in 100 with inhibition below about 76%;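 further: plate controls were DMSO cells for no effect and high antibiotic wells for full effect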
Salmonella PhoP GFP: PhoP regulon inhibitors, Salmonella typhi PhoP promoter GFP reporter, confirmatory (AID 1850). one-dose inhibition, % at 50 µM; IC50 in µM for titrated hits. 0.33% of 310,000 active. Salmonella Typhi PhoP-promoter GFP reporter, fluorescence, 4 h; higher % means a stronger effect; in the data active means a potency from the dose series; inconclusive means inhibition mostly from about 25% at the one dose, without a potency; inactive means the rest, 99 in 100 with inhibition below about 19%;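 further: 0% = induced wells with vehicle and 100% = uninduced wells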
influenza NS1A: H1N1 influenza NS1A inhibitors, functional cell based assay (AID 504329); NS1A functional cell-based assay, percent inhibition; higher % means a stronger effect; one-dose inhibition, % at 12.5 µM; IC50 in µM for titrated hits; 0.3% of 340,000 active; in the data active means a potency from the dose series; inconclusive means inhibition above about 27% without an active follow-up result; further: strong numbers were not always called active
inhibitors of VEEV: inhibitors of VEEV TC-83 cytopathic effect, confirmation, Vero cells (AID 588727) | Vero cells, VEEV TC-83 cytopathic effect inhibition; higher % means a stronger effect | one-dose inhibition, % at 20 µM; IC50 in µM for titrated hits | 0.13% of 350,000 active; in the data active means a potency from the dose series; inconclusive means inhibition mostly from about 14% at the one dose, without a potency; inactive means the rest, 99 in 100 with inhibition below about 12%; further: strong numbers were not always called active
H37Rv inhibition: M. tuberculosis growth inhibition, HTS (AID 449762) | M. tuberculosis H37Rv growth inhibition, 7H9 media; higher % means a stronger effect | one-dose inhibition, % at 25 µM; IC50 in µM for titrated hits | 0.59% of 330,000 active; in the data active means a potency from the dose series; inconclusive means inhibition above about 70% without an active follow-up result;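 further: bacterial growth assessed after seven days of incubation; strong numbers were not always called active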
inhibitors of VEEV 10K pilot screen: recorded beside inhibitors of VEEV, whose call it bears; inhibition, %; measured here: 10K pilot screen inhibition
Numbers without * were called inactive; i = inactive; ? = inconclusive; . = not tested or not shown.

SMILES	M. tuberculosis	Salmonella PhoP GFP	influenza NS1A	inhibitors of VEEV	H37Rv inhibition	others
CCOC(=O)c1cnc(SC)nc1Nc1cccc2ccccc12	-4.3%	-11.7%	-0.9%	i	-12.1%
Cc1cc(-c2ccccc2)nc(SC(C(=O)O)c2ccccc2)n1 (configuration not stated)	10.7%	-5.2%	-3.0%	0.6%	-4.3%
Cc1ccc2nc3c(cc(C(=O)NCc4ccco4)c(=N)n3C3CCCC3)c(=O)n2c1	23.9%	-19.4%	-1.5%	6.1%	13.2%
CCCC(=O)Nc1nnc(CCOC)s1	-16.7%	-2.7%	10.3%	i	5.2%
CCCN1CCN(S(=O)(=O)c2ccc3c(c2)OCCO3)CC1	4.5%	14.8%	16.9%	0.2%	8.6%
CCOC(=O)CN1C(=O)C(O)(CC(=O)c2cccc(OC)c2)c2ccccc21 (configuration not stated)	10.8%	-3.7%	-1.4%	0.1%	1.5%
CCSc1nnc(-c2ccccc2NC(C)=O)c(=O)[nH]1	-7.8%	-1.9%	-7.5%	5.0%	-1.1%
O=C1O/C(=C/C(=O)N2CCOCC2)c2ccccc21	1.9%	-2.6%	4.5%	0.5%	-10.9%	inhibitors of VEEV 10K pilot screen=0.2
CCN(C(=O)COC(=O)CNC(=O)c1ccc2ccccc2c1)c1c(N)n(Cc2ccccc2)c(=O)[nH]c1=O	.	.	1.9%	3.3%	.
COc1ccc(C(=O)NNC2=NC(C)(C)Cc3cc(C)c(C)cc32)cc1	-9.7%	-9.9%	16.8%	i	-0.5%
COC(=O)c1c(NC(=O)c2ccco2)sc2c1CCN(C(C)=O)C2	27.9%	6.3%	13.5%	7.8%	13.7%
O=C(NCc1ccco1)C(=O)NCC1OCCCN1S(=O)(=O)c1ccc(Cl)cc1 (configuration not stated)	-12.4%	-1.7%	8.9%	i	-0.7%
C=CCn1c(N)c(C(=O)Nc2ccccc2)c2nc3ccccc3nc21	33.1%	-11.7%	-4.3%	9.6%	11.5%
Cc1cc(C(=O)Nc2cccc(C(=O)O)c2)c(C)o1	5.4%	-0.4%	7.3%	1.8%	-1.9%
O=C(c1ccccc1F)N(Cc1cccnc1)Cc1cc2cc3c(cc2[nH]c1=O)OCCO3	5.4%	-6.0%	-2.3%	12.1%	-4.0%
CSC1=NCCN1S(=O)(=O)c1ccc2ccccc2c1	21.1%	-1.3%	-4.0%	i	-0.5%
Cc1c(NC(=O)COC(=O)C23CC4CC(CC(Br)(C4)C2)C3)c(=O)n(-c2ccccc2)n1C	-7.3%	7.7%	-3.9%	1.4%	1.2%
COc1cccc(CNC(=O)CSc2ccc(-c3cccs3)nn2)c1	45.1%	14.4%	5.9%	i	-4.1%
CC(=O)c1cccc(OCCCOc2cccc3cccnc23)c1	19.8%	-2.8%	-3.5%	6.2%	8.2%
CCOCCCNC(=S)N1CCN(CC)CC1	-18.5%	-12.5%	-9.0%	0.1%	4.2%
COc1ccc(S(=O)(=O)N2CCCC(C(=O)NC3CC3)C2)cc1OC (configuration not stated)	-16.3%	2.7%	-4.6%	2.0%	-4.7%
C=COCCNC(=S)Nc1cccc(Cl)c1	75.8%	-11.7%	-8.0%	1.6%	-3.9%
NC(=O)COc1ccc(NS(=O)(=O)Cc2ccccc2)cc1	-8.0%	-7.3%	-9.2%	0.4%	-5.0%
COc1ccc(Cn2ccnc2SCC(=O)Nc2ccccc2OC)cc1	25.5%	-7.8%	-1.1%	8.2%	-8.3%
CCc1cc(C(=O)Nc2cc(S(=O)(=O)N(C)C)ccc2C)sc1C	15.6%	1.5%	7.0%	0.9%	-0.6%
CCCCn1c(N)c(N(CC(C)C)C(=O)C2CCCN(C(=O)c3ccc(Cl)cc3)C2)c(=O)[nH]c1=O (configuration not stated)	-9.0%	-3.1%	2.8%	i	-4.5%
Cc1ccc(C)c(N(CC(=O)NCc2ccccc2)C(=O)c2csnn2)c1	0.6%	-5.8%	-3.0%	1.8%	3.7%
Cc1ccc(C)c(S(=O)(=O)N2CCN(C(=O)CCNS(=O)(=O)c3ccc(C)c(C)c3)CC2)c1	6.2%	-1.1%	5.4%	9.7%	-5.1%
Cc1cccc(N2CCN(C(=S)c3ccccc3)CC2)c1	20.7%	0.9%	2.5%	i	-5.5%
CCOc1cc2c(cc1OCC)-n1cccc1C(c1cc(OC)ccc1F)NC2 (configuration not stated)	4.6%	3.1%	-12.0%	0.8%	14.9%
O=c1c2cc(NC(=S)NC3CCCCC3)ccc2nc2n1CCCCC2	?	16.5%	2.1%	1.9%	?
O=C(c1cc2ccccc2c(=O)o1)N1CCCCCC1	0.0%	-7.3%	-12.3%	1.6%	-3.9%
CCOC(=O)c1nc(SC)n(C)c1C(=O)OCC	-12.4%	14.4%	-8.7%	0.9%	0.8%
CN(C(=O)CC1C(=O)NCCN1Cc1cccc(F)c1F)C1CC(C)(C)NC(C)(C)C1 (configuration not stated)	8.3%	-9.8%	-10.7%	0.8%	2.6%
COc1ccc(CC(=O)n2c(CC#N)nc3ccccc32)cc1OC	-1.4%	-7.2%	6.4%	10.1%	3.1%
O=C(NNC(=O)c1ccccc1F)c1ccc(NS(=O)(=O)c2ccc(F)cc2)cc1	.	.	-6.8%	5.9%	.
COC(=O)c1sccc1-c1ccc(C(=O)Nc2cccc(Cl)c2)o1	2.4%	-1.8%	-0.5%	4.2%	-15.2%
c1ccc(COc2ccc(OCCCN3CCCCC3)cc2)cc1	35.9%	7.6%	10.3%	0.1%	-6.6%
NS(=O)(=O)c1ccc(N/N=C/c2ccc3c(c2)OCO3)c([N+](=O)[O-])c1	5.7%	18.8%	-3.2%	3.5%	5.9%
CCc1sc(C(=O)Nc2ccc3c(c2)OCCO3)cc1Br	46.9%	-2.6%	7.0%	4.0%	1.4%
CSc1nnc(CNS(=O)(=O)c2ccc(Cl)cc2)n1C	-0.4%	10.5%	-5.1%	i	2.4%
Cn1c(Cn2c(=O)sc3ccccc32)nnc1SCc1ccccn1	-3.8%	-7.5%	-1.5%	i	-12.3%
Cc1cc(N2CCN(C3CCCCC3)CC2)nc2cccc(O)c12	.	40.7%	>100µM*	0.1%	1.7%
Cc1ccc(C)c(N2CCN(C(=O)CCCn3c(=S)[nH]c4cc5c(cc4c3=O)OCO5)CC2)c1	4.7%	-13.8%	-25.9%	i	?
CCOc1ccccc1C(=O)NCC(=O)NNC(=O)CN(C)S(=O)(=O)c1ccc(Cl)cc1	1.1%	2.3%	-0.9%	1.8%	7.7%
O=C(NCCc1cccc(Cl)c1)c1cccc(-n2cnnn2)c1	.	.	-7.5%	2.4%	.
Cc1ncc([N+](=O)[O-])n1CCOC(=O)NC(NCc1cccnc1)C(Cl)(Cl)Cl (configuration not stated)	2.3%	-0.1%	-0.5%	i	-7.5%	inhibitors of VEEV 10K pilot screen=1.1
CC1CCCCN1C(=O)c1cc(Cl)ccc1[N+](=O)[O-] (configuration not stated)	11.0%	-8.0%	-6.6%	1.2%	0.7%
CCC(CC)C(=O)N(c1ccc(F)cc1)C1C=CS(=O)(=O)C1 (configuration not stated)	-2.4%	-6.1%	-1.5%	0.9%	2.2%
C[C@H](CO)N1C[C@H](C)[C@@H](CN(C)C(=O)Nc2ccc3c(c2)OCO3)Oc2ccc(NS(=O)(=O)c3cn(C)cn3)cc2C1=O	9.7%	.	-11.5%	0.7%	7.1%

Six compounds drawn at random from the list so far:
SMILES	M. tuberculosis	Salmonella PhoP GFP	influenza NS1A	inhibitors of VEEV	H37Rv inhibition	others
Cc1ncc([N+](=O)[O-])n1CCOC(=O)NC(NCc1cccnc1)C(Cl)(Cl)Cl (configuration not stated)	2.3%	-0.1%	-0.5%	i	-7.5%	inhibitors of VEEV 10K pilot screen=1.1
Cn1c(Cn2c(=O)sc3ccccc32)nnc1SCc1ccccn1	-3.8%	-7.5%	-1.5%	i	-12.3%
O=C(NCCc1cccc(Cl)c1)c1cccc(-n2cnnn2)c1	.	.	-7.5%	2.4%	.
Cc1cc(N2CCN(C3CCCCC3)CC2)nc2cccc(O)c12	.	40.7%	>100µM*	0.1%	1.7%
C[C@H](CO)N1C[C@H](C)[C@@H](CN(C)C(=O)Nc2ccc3c(c2)OCO3)Oc2ccc(NS(=O)(=O)c3cn(C)cn3)cc2C1=O	9.7%	.	-11.5%	0.7%	7.1%
CCC(CC)C(=O)N(c1ccc(F)cc1)C1C=CS(=O)(=O)C1 (configuration not stated)	-2.4%	-6.1%	-1.5%	0.9%	2.2%

Later entries
SMILES	M. tuberculosis	Salmonella PhoP GFP	influenza NS1A	inhibitors of VEEV	H37Rv inhibition	others
Cc1ccc(-c2csc(=Nc3cccnc3)n2CCCN2CCCC2=O)cc1C	-0.3%	15.1%	7.0%	8.4%	3.8%
Cc1ccc(NC(=S)Nc2cc(C)on2)cc1	1.5%	1.5%	.	i	3.7%
COc1ccccc1C(=O)NCC(=O)NCC1(N2CCCCC2)CCCCC1	-6.5%	-3.2%	-10.8%	0.7%	-8.4%
Cc1ccc(N(C(=O)CNC(=O)c2ccco2)C(C(=O)NC2CCCC2)c2cccnc2)cc1F (configuration not stated)	10.3%	9.9%	8.4%	i	18.4%
Nc1nnc(Cc2cccc(Br)c2)s1	-4.8%	12.8%	-7.0%	1.9%	-1.2%
COc1cc(C2C(C#N)=C(N)OC3=C2C(=O)CCC3)cc2c1OCO2 (configuration not stated)	-9.9%	0.9%	-0.5%	1.0%	1.5%
O=c1[nH]c(O)c(N=Nc2cc(C(F)(F)F)ccc2Cl)c(=O)[nH]1	54.9%	8.7%	-6.5%	1.1%	1.2%
O=C(O)CCn1ccc2cc(S(=O)(=O)N3CCCCCC3)ccc21	-12.0%	-16.2%	4.0%	3.1%	12.7%
Cn1c(=O)c2cc(S(=O)(=O)Nc3ccc4c(c3)OCO4)ccc2n(C)c1=O	12.6%	13.8%	1.9%	0.1%	-20.5%
COc1ccc2ccccc2c1CNCCCN1CCOCC1	-13.0%	1.7%	-4.1%	0.6%	-2.4%
CCOC(=O)c1ccc(S(=O)(=O)N2CCN(c3ccccn3)CC2)cc1	-6.3%	12.0%	8.4%	3.4%	5.1%
O=C(NC1CCCCCC1)C1CCN(S(=O)(=O)c2cccc3cccnc23)CC1	.	-3.6%	-2.0%	2.2%	-3.5%
CC(C)c1ccc(OCc2nc(-c3ccccn3)no2)c(Br)c1	30.0%	-4.6%	-2.2%	7.8%	3.6%
NC(=O)Nn1c(CCC(=O)O)ccc1-c1ccc(Br)cc1	-8.4%	-11.8%	-7.5%	i	-25.4%
O=C(Nc1ccc(-c2noc(-c3cccs3)n2)cc1)c1cccnc1	41.6%	-7.9%	-5.0%	2.8%	9.7%
Cc1noc(/C=C/c2ccco2)c1S(=O)(=O)N1CCC(C(=O)Nc2ccc(Cl)cn2)CC1	8.3%	-7.2%	3.0%	1.1%	-3.2%
Cc1ccccc1CC1(CO)CCCN(C(=O)Cc2c(F)ccc(F)c2F)C1 (configuration not stated)	16.0%	-2.4%	0.3%	i	10.8%
Cn1nnnc1SCC(=O)Nc1c(Cl)cccc1Cl	-5.0%	-3.5%	5.8%	0.4%	-3.4%
COc1ccccc1CN(CC(=O)NCc1ccco1)C(=O)CNS(=O)(=O)c1ccc(C)cc1	6.3%	0.1%	1.2%	2.8%	-2.3%
CCc1cc(=O)oc2cc(C)cc(OCC(=O)NCc3ccccn3)c12	4.1%	-6.0%	-9.7%	3.6%	-1.1%
O=[N+]([O-])c1cc(/C=N/N2CCCCC2)ccc1Cl	29.2%	1.7%	9.0%	i	1.3%
O=C(CC1SC(N2CCCC2)=NC1=O)Nc1ccc(C(=O)NCCOc2ccccc2F)cc1 (configuration not stated)	.	.	11.4%	8.7%	.
Cn1nc(C(=O)Nc2ccc(Cl)c(S(=O)(=O)N3CCOCC3)c2)c2ccccc2c1=O	12.7%	.	-0.6%	8.1%	-0.9%
O=C1/C(=C/c2cccs2)SC(=S)N1c1ccccc1	-12.4%	-6.8%	-10.5%	i	-3.8%	inhibitors of VEEV 10K pilot screen=0.0
COc1cccc(CNc2nc3ccc(C)cc3n3cnnc23)c1	-10.8%	-11.3%	3.2%	2.7%	6.8%
COc1cc(OC)c(OC)cc1CNC(=O)c1cc(S(=O)(=O)N2CCOCC2)ccc1F	-3.8%	.	1.2%	1.5%	-1.9%
Cc1[nH]c2ccccc2c1C(=O)C(C)OC(=O)c1ccc([N+](=O)[O-])o1 (configuration not stated)	1.07µM*	-17.3%	6.9%	5.1%	?
Cn1cc(C=O)c2ccccc21	7.7%	-1.9%	-1.1%	0.4%	0.8%
Brc1[nH]nc2ccccc12	5.0%	-26.8%	-8.1%	i	3.6%
CC(C(=O)NCCc1ccccc1)N1c2cccc3cccc(c23)S1(=O)=O (configuration not stated)	19.0%	-4.1%	-23.5%	5.8%	-3.3%
